# ARFGAP1 inhibitor – inhibitors of rat ARFGAP1; Q62848; Arfgap1-stimulated ARF1 GTP hydrolysis, GDP FP detection; inhibition, % at 16.5 µM; hit rate 0.26% among 360,000; AID 651572;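 active = inhibition above a per-plate limit, mean inhibition of low control wells plus 3 SD, cut at about 25% in these data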;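 note: 0% = DMSO wells with enzyme and 100% = wells lacking Arfgap1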
#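 material = rat Arfgap1 catalytic domain, aa 1-136 | also added = human ARF1(Δ1-17)-GTP substrate | compound dosing = one concentration, 16.5 µM, DMSO 1.26% | times = GTP hydrolysis reaction 2 h at 25 °C | measured by = FP, GDP Alexa 633 tracer displaced from anti-GDP antibody, 620/688 nm | evaluation = percent inhibition of Arfgap1-stimulated GTP hydrolysis | replication = single well per compound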
# proKLK7 act – activates the human kallikrein-7 zymogen; P49862; purified proKLK7, EDANS-DABCYL substrate fluorescence; 100% is mature enzyme control, 0% vehicle; activation, % at 7 µM; hit rate 0.9% among 370,000;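 active = activation above the mean of all tested compounds plus 3 SD, computed per campaign excluding outliers beyond control limits, cut at about 13% in these data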
# ASAP1 GAP inh – ASAP1 ArfGAP inhibition. Q9ULH1. ASAP1-stimulated ARF1 GTP hydrolysis, GDP FP detection. inhibition, % at 16.5 µM. hit rate 0.19% among 360,000. AID 624377; in the data active = inhibition above about 25%;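 note: 0% = vehicle with enzyme and substrate and 100% = no enzyme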
# TDP2 absorb – TDP2 (human) inhibition, absorbance primary screen; O95551; recombinant TDP2, T5PNP hydrolysis, p-nitrophenol absorbance 415 nm; inhibition, % at 12.8 µM; hit rate 0.34% among 370,000; AID 720702;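 active = inhibition above the mean of all tested compounds plus 3 SD, set per campaign, cut at about 25% in these data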;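 note: 0% = DMSO with enzyme and 100% = buffer with substrate but no TDP2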
#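 Incubation: 2 h at 37 °C; Test system: recombinant human TDP2; Quantity: enzyme 120 nM; Read-out basis: percent inhibition; Medium: 50 mM Tris-HCl pH 7.5 with Mg2+, KCl, DTT, BSA; Repeats: single replicate; Compound: 12.8 µM single point, 1% DMSO; Signal: epi absorbance; Reagent: 5 mM T5PNP chromogenic substrate; Benchmarks: no-enzyme high, DMSO-plus-enzyme low.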
# Tn6 DDE FP – DD(E)-Tn6 binding inhibition, primary FP screen; P02675; Fibrin DD(E) TRITC-Tn6 fluorescence polarization displacement; inhibition, % at 8.3 µM; hit rate 0.21% among 370,000; AID 720509;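 active = inhibition above a per-campaign cutoff: mean of compounds within control limits plus 3 SD, cut at about 15% in these data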;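 note: 0% = median of all compound wells on the plate and 100% = blocking peptide control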
# ADAM17 inh – inhibits human ADAM17 | P78536 | recombinant ADAM17, EDANS/DABCYL FRET peptide cleavage | inhibition, % at 6.95 µM | hit rate 0.83% among 370,000;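 active = inhibition above the mean of compounds lying between control limits plus 3 SD, set per campaign, cut at about 8.5% in these data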;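 note: 0% = DMSO-only wells as the low control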
# ADAM10 inh – inhibits human ADAM10; recombinant ADAM10, EDANS/DABCYL FRET peptide cleavage, 3 h; inhibition, % at 7 µM; hit rate 0.62% among 370,000; O14672;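 active = inhibition above a per-campaign cutoff equal to the mean of compounds falling between control-based bounds plus 3 SD, cut at about 20% in these data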;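 note: 0% = DMSO wells while the 100% control is not disclosed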
# Tn7 DDE FP – disrupts Tn7 cyclic peptide binding to fibrin D-Dimer-E complex; FP displacement of FITC-Tn7 peptide from fibrin DD(E); 0% = median of compound wells per plate; inhibition, % at 8.3 µM; hit rate 0.13% among 370,000;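 active = inhibition above the mean of compounds falling within the control limits plus 3 SD of them, cut at about 14% in these data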;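 note: 0% = plate median of compound wells and 100% = 10 µM Aha-Tn7 peptide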
#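 Assay system: Human clot-derived fibrin DD(E) complex | Buffer or medium: Tris/NaCl/CaCl2 buffer, pH 7.8 | Repeats: One replicate per compound | Benchmarks: Aha-Tn7 high control | Measure: % inhibition scaled between sample-field median and high-control FP | Schedule: 10 min plus 3 h, room temperature | Signal: Fluorescence polarization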
# PLC-gamma1 inh – PLC-gamma1 (human) inhibition, primary screen. purified PLC-gamma1, fluorogenic substrate, fluorescence. inhibition, % at 12.2 µM. hit rate 0.84% among 370,000; in the data active = inhibition above about 9.5%
# Target sequence (P19174 whole entry, looked up): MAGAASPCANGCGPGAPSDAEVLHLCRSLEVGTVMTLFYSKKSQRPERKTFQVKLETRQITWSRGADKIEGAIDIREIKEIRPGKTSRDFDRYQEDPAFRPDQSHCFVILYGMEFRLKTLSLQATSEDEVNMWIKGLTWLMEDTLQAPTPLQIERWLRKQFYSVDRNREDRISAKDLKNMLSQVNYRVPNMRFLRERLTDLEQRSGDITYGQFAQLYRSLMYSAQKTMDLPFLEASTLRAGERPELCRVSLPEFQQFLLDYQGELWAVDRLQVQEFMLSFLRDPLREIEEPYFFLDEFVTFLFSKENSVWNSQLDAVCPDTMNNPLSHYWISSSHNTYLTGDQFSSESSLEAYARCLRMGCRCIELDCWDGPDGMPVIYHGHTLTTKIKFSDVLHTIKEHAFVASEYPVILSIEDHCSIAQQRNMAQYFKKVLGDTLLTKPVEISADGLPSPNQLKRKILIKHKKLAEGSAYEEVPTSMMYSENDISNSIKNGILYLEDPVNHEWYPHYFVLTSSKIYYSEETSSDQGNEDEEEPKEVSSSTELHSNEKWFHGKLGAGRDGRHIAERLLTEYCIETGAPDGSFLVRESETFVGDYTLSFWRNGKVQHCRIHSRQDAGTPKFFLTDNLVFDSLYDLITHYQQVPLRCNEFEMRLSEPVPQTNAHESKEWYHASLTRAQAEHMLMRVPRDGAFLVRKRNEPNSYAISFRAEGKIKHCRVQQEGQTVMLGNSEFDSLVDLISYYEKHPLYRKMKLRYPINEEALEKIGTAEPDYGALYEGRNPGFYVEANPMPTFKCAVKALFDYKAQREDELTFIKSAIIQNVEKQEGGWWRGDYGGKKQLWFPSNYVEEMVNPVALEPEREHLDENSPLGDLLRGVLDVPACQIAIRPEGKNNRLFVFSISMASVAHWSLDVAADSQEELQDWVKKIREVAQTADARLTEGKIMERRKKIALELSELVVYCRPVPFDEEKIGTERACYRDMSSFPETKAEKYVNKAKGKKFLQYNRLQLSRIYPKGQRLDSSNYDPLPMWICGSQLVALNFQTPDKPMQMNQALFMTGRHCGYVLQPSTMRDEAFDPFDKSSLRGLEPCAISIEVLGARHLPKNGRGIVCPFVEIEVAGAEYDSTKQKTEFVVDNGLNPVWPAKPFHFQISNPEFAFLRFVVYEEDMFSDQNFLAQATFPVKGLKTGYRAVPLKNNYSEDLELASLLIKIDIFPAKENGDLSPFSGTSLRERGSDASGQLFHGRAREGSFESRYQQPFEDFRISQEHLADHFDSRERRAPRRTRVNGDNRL
# LEDGF integ inh – blocks HIV-1 LEDGF/p75-dependent DNA integration; TR-FRET IN-LEDGF/p75 DNA integration, Eu/Cy5; inhibition, % at 3.7 µM; hit rate 0.64% among 370,000; AID 743269;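 active = inhibition above the screen-wide mean plus 3 SD, cut at about 13% in these data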;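 note: signal is the Cy5 over europium emission ratio at 671 and 618 nm; 0% = plate median of compound wells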
# Starred values were filed as active, the others as inactive; i = inactive; nt = not tested or not shown. An unsorted share of the library, and some 4.2% of all compounds hit somewhere here.
ARFGAP1 inhibitor,proKLK7 act,ASAP1 GAP inh,TDP2 absorb,Tn6 DDE FP,ADAM17 inh,ADAM10 inh,Tn7 DDE FP,PLC-gamma1 inh,LEDGF integ inh,Structure
0.4,-0.2,0.8,4.7,0.0,-4.8,-3.2,-7.5,-4.4,1.3,Cc1ccc(-c2nc(N3CCOCC3)sc2C(=O)N2CCCCC2)cc1
-5.7,-0.1,-2.4,1.1,0.8,-3.9,-23.6,7.2,1.9,-6.1,Cc1cccc(-n2ncc3c(=O)[nH]c(SCC(=O)N4CC(=O)Nc5ccccc54)nc32)c1
-3.4,-0.1,1.4,3.2,-0.9,0.8,7.8,-7.2,3.0,3.9,Cc1ccc(C(=O)C(C)OC(=O)CCS(=O)(=O)c2ccc(C)cc2)cc1 (configuration not stated)
-2.6,0.4,2.0,-5.2,-1.9,0.3,-1.3,0.3,2.7,-0.8,COc1ccc(-n2nnc3c(SCC(=O)Nc4ccccc4F)ncnc32)cc1
0.1,0.7,5.2,8.9,0.2,-2.0,-5.0,0.7,-0.5,0.8,CN(C)S(=O)(=O)c1ccc(Cl)c(NC(=O)CSc2nc3ccccc3c(=O)n2CCCN2CCOCC2)c1
4.5,-0.4,-3.8,-4.1,0.9,4.0,-4.3,6.4,-1.1,-1.2,O=C(Nc1ccc(Cl)cc1)C1Cc2c(-c3ccc(Cl)cc3)ccnc2O1 (configuration not stated)
7.5,-1.0,4.2,-0.4,0.9,-18.9,-47.9,4.7,-19.6,1.5,Cc1ccc(-c2nc(CN(Cc3c(C)nn(C)c3C)C(C)C)c(C)o2)o1
-2.8,-0.3,-5.4,-7.0,6.5,-1.4,-11.2,-3.1,-0.7,-5.6,N#CC1=C(S)N(c2ccc(F)cc2)C(c2ccco2)NC1=O (configuration not stated)
11.7,-3.1,-1.9,-4.7,-4.7,4.0,9.9,3.9,-9.5,3.9,Cc1ccccc1Nc1nc(N)nc(-c2oc3ccccc3c2C)n1
7.9,0.4,-7.1,-7.1,-2.2,-4.2,-3.0,5.7,-5.6,6.9,Cc1cc(C(=O)CN2C(=O)NC3(CCCc4ccccc43)C2=O)c(C)n1C (configuration not stated)
-11.7,0.4,-1.2,4.0,0.4,-2.8,-6.9,2.2,-3.9,-1.1,COc1cccc(CN(C)C(=O)C2CC(=O)N(c3ccc4c(c3)OCCO4)C2)c1 (configuration not stated)
1.1,-0.6,-11.8,-5.7,-0.5,-1.3,-3.1,-5.0,-0.1,5.9,COc1cc(C(=O)OCC(=O)N2CCCC2)cc2c1OCCO2
11.6,-0.7,-1.6,-15.8,1.2,-6.5,-9.0,0.5,-0.6,-2.0,Brc1cccc(CNCC2CCCO2)c1 (configuration not stated)
3.9,0.1,-9.6,-6.6,-7.2,-1.9,-1.7,3.0,4.9,-0.9,CC(C)CCNC(=O)Cc1ccccc1[N+](=O)[O-]
2.4,0.2,18.1,-3.3,3.3,1.7,-6.5,5.0,-7.1,2.0,Cc1ccc2sc(NNC(=O)C3COc4ccccc4O3)nc2c1C (configuration not stated)
3.7,0.5,-1.4,2.2,2.1,1.2,5.4,2.5,1.4,0.5,Cc1ccc(S(=O)(=O)NCCc2ccncc2)cc1C
3.6,0.6,-5.6,4.4,2.1,-1.1,9.2,-5.5,0.8,3.1,Cc1cc([N+](=O)[O-])nn1CC(=O)N1N=C(C(F)F)CC1(O)C(F)F (configuration not stated)
2.7,-0.1,-13.6,-5.7,3.4,-1.0,0.8,11.1,-1.7,-3.6,CCOc1ccc(Br)cc1S(=O)(=O)Nc1cccc(S(=O)(=O)N(CC)CC)c1
4.5,0.3,0.0,9.0,-0.8,-1.5,4.1,3.6,1.0,-2.9,Cc1cc2oc(C(=O)N(Cc3ccco3)C3CCS(=O)(=O)C3)cc(=O)c2cc1Cl (configuration not stated)
1.9,-0.2,-2.8,1.9,9.0,-2.9,2.5,2.0,-0.8,0.2,Cc1ccc(NC(=O)CCC(=O)NNC(=O)c2ccco2)cc1C
nt,0.1,nt,-6.0,-2.7,2.3,-1.0,-6.0,3.2,3.7,C#CCN1CC(N(C)CCOC(=O)c2cccs2)CS1(=O)=O (configuration not stated)
13.5,20.1*,21.7,-1.6,0.1,-0.5,6.0,-8.0,-30.9,3.5,O=C1Nc2ccccc2/C1=C/c1cnc(-c2ccccc2)[nH]1
10.2,1.0,-0.2,-3.4,-9.8,-0.7,-15.6,-5.0,-0.2,-2.2,COc1ccccc1-c1cnc(C(O)c2c(C)cccc2C)[nH]1 (configuration not stated)
0.9,0.5,-2.4,2.1,6.0,2.1,2.2,-7.8,0.6,-0.4,CCOC(=O)C(C(=O)OCC)=C1OC(=O)c2ccccc21
-5.8,-0.5,-0.7,-0.6,10.3,-2.8,-1.9,-1.2,0.6,2.1,CC(NC(=O)c1ccc(S(=O)(=O)C(F)F)cc1)c1ccccc1 (configuration not stated)

# 2 compounds drawn at random from those above, as already listed:
ARFGAP1 inhibitor,proKLK7 act,ASAP1 GAP inh,TDP2 absorb,Tn6 DDE FP,ADAM17 inh,ADAM10 inh,Tn7 DDE FP,PLC-gamma1 inh,LEDGF integ inh,Structure
-2.8,-0.3,-5.4,-7.0,6.5,-1.4,-11.2,-3.1,-0.7,-5.6,N#CC1=C(S)N(c2ccc(F)cc2)C(c2ccco2)NC1=O (configuration not stated)
4.5,0.3,0.0,9.0,-0.8,-1.5,4.1,3.6,1.0,-2.9,Cc1cc2oc(C(=O)N(Cc3ccco3)C3CCS(=O)(=O)C3)cc(=O)c2cc1Cl (configuration not stated)

# New compounds follow:
ARFGAP1 inhibitor,proKLK7 act,ASAP1 GAP inh,TDP2 absorb,Tn6 DDE FP,ADAM17 inh,ADAM10 inh,Tn7 DDE FP,PLC-gamma1 inh,LEDGF integ inh,Structure
5.9,-17.9,2.8,1.8,-0.2,3.2,12.6,-7.3,-11.5,1.1,CCOC(=O)c1ccc(NC(=O)c2cc3ccccc3o2)cc1
5.1,0.1,-3.9,2.3,1.7,0.9,5.9,4.0,3.2,-0.7,CC(Nc1nc(-c2ccc(F)cc2)cs1)c1nc2cc(C(F)(F)F)ccc2n1CCOCCO (configuration not stated)
-3.1,-0.2,1.6,-0.4,6.5,-1.8,-3.2,-2.1,1.1,3.2,COC(=O)c1cccn(CC(=O)c2ccc(Cl)cc2)c1=O
-12.6,0.4,-3.3,4.4,10.4,-2.2,-1.3,4.0,-5.0,0.2,COc1ccccc1OCC(=O)NCCSCc1ccc(Cl)cc1
1.4,0.5,-18.2,2.5,-3.4,2.3,0.9,-0.4,4.5,6.2,CCn1nnnc1SCCSc1nnnn1CC
15.0,0.6,-7.0,-11.5,-8.1,-1.9,8.1,1.1,-15.9,0.1,CSc1ccc(C2C(C#N)=C(N)N(c3ccccc3)C3=C2C(=O)CCC3)cc1 (configuration not stated)
9.3,-0.2,5.7,-1.0,-4.1,-0.6,1.8,4.1,-2.8,-5.1,Cc1ccc(C(=O)NN=C2CCCCCC2)s1
-15.2,-0.5,-2.0,-7.1,2.3,-2.5,1.4,6.4,0.4,-1.6,Cc1cc([N+](=O)[O-])nn1CC(=O)Nc1ccc(Cc2ccncc2)cc1
12.8,0.3,-5.3,2.5,13.8,0.4,-1.8,8.5,-2.5,-0.7,COc1cc(OC)cc(C(=O)OCC(=O)c2cc(C)n(CC3CCCO3)c2C)c1 (configuration not stated)
-9.7,0.3,-5.4,-1.6,-6.8,-1.6,3.4,1.2,0.0,-1.3,O=C(NCc1ccco1)c1ccccc1-c1ccccc1
-0.4,0.6,-5.6,-11.5,5.6,-17.5,-44.8,2.1,-9.1,0.8,CC(C)N(Cc1ccccc1)C(=O)Cn1c(=O)cnc2ccccc21
-1.4,-0.5,8.4,0.4,1.8,-2.1,-11.1,-0.7,0.7,0.9,CC(Sc1nnc(Cc2ccccc2)o1)C(=O)Nc1ccccc1[N+](=O)[O-] (configuration not stated)
-12.0,-0.1,-0.1,-8.3,4.7,3.2,0.5,-3.1,0.1,6.4,Cc1cnc(C(=O)N(c2ccc(N3CCOCC3)cc2)C2C(=O)Nc3ccccc3N=C2c2ccc(F)cc2)cn1 (configuration not stated)
-4.3,0.0,-7.2,2.0,5.8,-8.3,-10.8,0.7,-4.8,0.6,Cc1cc(=O)oc(C)c1C(=O)NCCCN1C(C)CCCC1C (configuration not stated)
0.3,18.0*,2.3,3.6,1.1,-315.5,i,-0.6,-244.2,4.4,COc1ccc(C)cc1S(=O)(=O)Nc1cccc(-c2cn3cccnc3n2)c1
6.5,-0.2,-7.9,0.4,-3.7,-2.9,-5.2,0.8,-0.8,1.5,Cc1ccc(C(CNS(=O)(=O)c2ccc(F)cc2)N2CCN(C)CC2)cc1 (configuration not stated)
2.9,0.1,-11.1,-5.7,2.9,2.2,-0.3,-2.7,-0.2,-0.4,NC(=O)N/N=C/c1coc2ccc3ccccc3c2c1=O
4.4,-0.7,0.0,1.1,4.2,2.0,1.4,0.1,-0.1,-1.7,CCN(C[C@H]1N[C@@](CC)(C(=O)OC)[C@H]2C(=O)N(C)C(=O)[C@@H]12)C(=O)c1ccccc1
10.8,0.0,-6.0,11.3,-3.7,-1.8,-1.9,-3.6,-28.8,4.4,CCN(c1cccc(C)c1)S(=O)(=O)c1nnc(NC(=O)c2ccco2)s1
-2.3,0.1,0.9,0.3,2.0,-0.5,0.6,6.2,-0.4,-1.6,N/C(=N\OC(=O)Nc1ccc(Cl)cc1)c1ncc(C(F)(F)F)cc1Cl
3.8,0.4,-11.6,-14.4,-6.7,4.5,5.7,7.4,13.5*,7.5,C[C@]12c3[nH]c4ccc(Cl)cc4c3CCN1C(=O)[C@@H](CC(=O)NCCCn1ccnc1)C[C@@H]2C(=O)N1CCOCC1
-0.2,-0.3,11.8,7.3,4.2,-1.9,0.4,-2.4,3.1,-2.1,COc1ccc(-c2[nH]ncc2CN2CCCC(C(=O)c3ccc(OC)cc3OC)C2)cc1 (configuration not stated)
-4.7,0.0,2.7,6.5,-2.1,-0.1,-2.1,3.3,-1.0,-3.0,Cc1ccc(N(C(=O)c2csnn2)C(C(=O)NC2CCCC2)c2ccccn2)cc1 (configuration not stated)
-3.7,0.5,-2.0,8.6,0.6,0.8,3.4,-2.4,4.5,0.0,Cc1ccc(N(C)S(=O)(=O)c2cccc(C(=O)NNC(=O)c3ccncc3)c2)cc1
0.1,-0.3,-2.8,7.9,-4.6,-0.8,-1.5,1.6,6.7,-1.2,Cc1cc(C)nc(SCc2nnc(SCC(=O)Nc3nc(-c4ccccc4)cs3)n2C)n1
